Bioassay records deposited in PubChem by Sanford-Burnham Center for Chemical Genomics.
A3A deaminase – blocks human APOBEC3A ssDNA deamination. P31941. recombinant A3A, FAM/TAMRA ssDNA deamination fluorescence. inhibition, % at 20 µM. 0.41% of 330,000 active;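 active = at least 40% inhibition at 20 µM here, with at most 30% in a related deaminase screen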;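 note: plate controls were A3A with DMSO for no effect and wells lacking A3A enzyme for full effect; some results filed as inactive read as strong as hits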
mIAP inh – blocks mouse intestinal alkaline phosphatase | purified mouse IAP, CDP-Star luminescence, 30 min | 0.2% of 330,000 active | inhibition, % at 10 µM | AID 2806;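 active = inhibition of at least 40% at 10 µM in the primary screen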;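 note: plate controls were DMSO with enzyme for no effect and no enzyme wells for full effect; values of inactives mirror those of a sister screen read the other way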
hIAP activ – human IAP activation | purified human IAP, CDP-Star luminescence, 30 min; active compounds read high; 1 = vehicle-only enzyme, 0 = enzyme-free background | AID 2524 | activation factor at 10 µM | 0.16% of 330,000 active | P09923;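 active = activation factor of the enzyme at least 2-fold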; note: the source names both 10 and 20 µM as test concentration; values of inactives mirror those of a sister screen read the other way
Target sequence (P09923 whole entry, looked up): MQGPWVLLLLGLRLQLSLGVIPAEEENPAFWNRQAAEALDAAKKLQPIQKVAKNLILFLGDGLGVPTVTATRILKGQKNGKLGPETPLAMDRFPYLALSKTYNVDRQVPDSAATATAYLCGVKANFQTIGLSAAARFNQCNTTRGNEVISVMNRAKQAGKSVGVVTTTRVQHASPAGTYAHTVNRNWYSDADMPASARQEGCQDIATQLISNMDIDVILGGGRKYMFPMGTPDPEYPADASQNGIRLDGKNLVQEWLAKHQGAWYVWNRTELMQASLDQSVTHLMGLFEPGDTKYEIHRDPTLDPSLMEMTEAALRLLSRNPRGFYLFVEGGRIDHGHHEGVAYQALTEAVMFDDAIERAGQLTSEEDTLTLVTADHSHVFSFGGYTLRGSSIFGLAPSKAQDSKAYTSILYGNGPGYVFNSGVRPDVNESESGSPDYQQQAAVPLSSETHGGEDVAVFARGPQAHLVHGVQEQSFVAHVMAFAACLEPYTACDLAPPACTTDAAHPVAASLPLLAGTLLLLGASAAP
PfGluPho inh – PfG6PD (Plasmodium falciparum) enzyme inhibition. PfGluPho enzyme, NADPH resazurin-diaphorase fluorescence. inhibition, % at 20 µM. 0.78% of 350,000 active. AID 504690;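 active = inhibition reaching at least a set limit at 20 µM in the primary screen, cut at about 59% in these data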;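 note: 0% = DMSO wells with substrate and 100% = DMSO wells lacking glucose-6-phosphate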
hIAP inh – blocks human intestinal alkaline phosphatase; purified IAP, CDP-Star luminescence, 30 min; inhibition, % at 10 µM; 0.12% of 330,000 active;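 active = inhibition reaching a set limit with compound at 10 µM in the primary screen, cut at about 35% in these data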;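 note: plate controls were DMSO wells with enzyme for no effect and no-enzyme buffer wells for full effect; values of inactives mirror those of a sister screen read the other way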
HKDC1 inhibitor – HKDC1 (human) hexokinase inhibition | AID 493160 | Q2TB90 | inhibition, % at 20 µM | 0.16% of 340,000 active | recombinant HKDC1, G6PDH/diaphorase resazurin coupled fluorescence;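 active = inhibition above about 35% when tested at 20 µM, limit read from the data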;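 note: plate controls were DMSO wells with enzyme for no effect and DMSO wells lacking enzyme for full effect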
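test system = in-house recombinant HK5 (HKDC1) enzyme | amount = HKDC1 at 5 µg/mL | control set = DMSO-enzyme wells negative, buffer-substituted wells positive | compound = one dose of 20 µM, 1% DMSO | schedule = reaction time 90 min, room temperature, protected from light | technique = resorufin fluorescence at 613 nm | reagent = glucose with 1 mM ATP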
mIAP activ – mouse IAP activation | AID 2805 | 0.24% of 330,000 active | activation factor at 10 µM | muIAP, CDP-Star luminescence, 30 min; active compounds read high; 1 = vehicle-only enzyme signal, 0 = enzyme-free wells;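 active = activation factor of at least 2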; note: the source names both 10 and 20 µM as test concentration; values of inactives mirror those of a sister screen read the other way
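Assay system: mouse IAP enzyme / Compound: DMSO-dissolved test compounds / Timing: 30 min, room temperature / Measured by: luminescence from enzymatic CDP-Star hydrolysis / Control set: DMSO-only wells, enzyme-free buffer wells as negative control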
ATG4B inhibitor – blocks human ATG4B protease cleavage of LC3 substrate. inhibition, % at 8.33 µM. ATG4B cleavage of LC3-PLA2, NBD-HPC fluorescence, 1 h. AID 504462. Q9Y4P1. 0.51% of 340,000 active; in the data active = inhibition above about 40%
Target sequence (Q9Y4P1 whole entry, looked up): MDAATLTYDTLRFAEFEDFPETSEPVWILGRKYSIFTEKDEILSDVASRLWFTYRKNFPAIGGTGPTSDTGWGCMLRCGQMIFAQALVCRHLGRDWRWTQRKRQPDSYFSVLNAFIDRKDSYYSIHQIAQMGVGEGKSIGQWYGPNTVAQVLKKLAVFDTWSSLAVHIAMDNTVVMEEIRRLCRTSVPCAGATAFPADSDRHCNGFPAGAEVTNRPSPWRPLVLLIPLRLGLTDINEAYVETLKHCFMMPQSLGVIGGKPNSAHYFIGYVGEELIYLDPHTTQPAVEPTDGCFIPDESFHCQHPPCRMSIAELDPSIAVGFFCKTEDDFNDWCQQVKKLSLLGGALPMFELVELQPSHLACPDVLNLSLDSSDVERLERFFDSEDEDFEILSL
Active calls of the source: *; . = not tested or not shown. This is a random part of the collection; about 2.4% have a hit in one of these screens.

SMILES	A3A deaminase	mIAP inh	hIAP activ	PfGluPho inh	hIAP inh	HKDC1 inhibitor	mIAP activ	ATG4B inhibitor
COc1ccc(OC)c(-n2c(CNC3CCN(Cc4ccccc4)CC3)nc3ccccc3c2=O)c1	2	-2	1.2	8	-17	-7	1	-14
Cc1cc(C(=O)O)ccc1-c1ccc(/C=C2\SC(=O)N(CC(=O)Nc3ccc4c(c3)OCO4)C2=O)o1	10	18	1.1	.	-6	.	0.82	.
NS(=O)(=O)c1ccc(N2N=C(c3ccccc3)CC2c2cccc(Cl)c2)cc1 (stereo not given)	3	-55	.	16	.	7	1.5	11
CSc1nc2c(c(-c3ccc(O)cc3)c1C#N)CCC2	-2	0	1.1	-19	-14	8	1	-9
Cc1cc(C)n2nc(C(=O)OCC(=O)Nc3ccc4c(c3)OCCO4)nc2n1	-5	0	0.98	-6	2	-2	1	3
COc1cc(CN2CCCC(C(=O)c3ccc(SC)cc3)C2)cc(Cl)c1O (stereo not given)	-6	6	1.1	20	-9	8	0.94	18
Cc1nc(-c2nnc(-c3ccccc3)o2)c(C(F)(F)F)o1	-4	0	1.2	-12	-20	-3	1	9
O=C(C1CC1)N1CCC(Oc2cccc(C(=O)N3CCCCC3CCO)c2)CC1 (stereo not given)	-2	7	0.92	-4	8	-5	0.93	16
NC(=O)C1CC(=O)N(CCc2ccc(F)cc2)C1 (stereo not given)	-7	-4	0.88	23	12	-4	1	-1
CCCCNC(=O)N(O)C1N(/N=C/c2cccs2)C(=S)SC1(C)C (stereo not given)	-1	0	0.64	-12	36*	2	1	13
O=C(Nc1cc([N+](=O)[O-])ccc1O)c1ccc2c(c1)C(=O)N(Cc1ccco1)C2=O	5	14	1.2	-26	-21	8	0.86	2
COc1ccccc1C(=O)NC(=O)COC(=O)CNC(=O)c1ccccc1	3	3	1.1	3	-10	-7	0.97	3
CC(=O)Nc1ccc(NC(=O)CSc2ccc(-c3ccc4c(c3)OCO4)nn2)cc1	-2	4	1	9	-5	-4	0.96	10
CC[C@@]1(C(=O)OC)N[C@H](CN(C)S(=O)(=O)c2ccc(-c3ccccc3)cc2)[C@@H]2C(=O)N(Cc3ccccc3)C(=O)[C@@H]21	-2	9	1	-2	-4	-3	0.91	.
CC(=O)c1cccc(OCC(=O)Nc2cc(S(=O)(=O)N3CCOCC3)ccc2N2CCCC2)c1	0	5	1	2	-1	1	0.95	-13
Clc1ccc(-c2csc(-c3ccno3)n2)cc1	2	15	0.89	8	11	4	0.85	-3
CN(NC(=O)c1cccc(Cl)c1)c1nc(-c2ccccc2)nnc1C(F)(F)F	-2	-7	1.1	1	-7	-1	1.1	-1
Cc1ccc(CN2CC(C(=O)N3CCN(S(=O)(=O)c4ccccc4)CC3)CC2=O)cc1 (stereo not given)	-5	4	0.81	6	19	-6	0.96	-8
CCCCn1c(N)c(N(CC(C)C)C(=O)CCNC(=O)c2ccccc2Cl)c(=O)[nH]c1=O	-3	4	0.97	-11	3	-8	0.96	-6
O=C(Cc1ccc(Cl)c(Cl)c1)N1CCOCC1	1	-3	1.1	-1	-6	-3	1	3

Full records, looked up by structure. Screens in order: A3A deaminase, mIAP inh, hIAP activ, PfGluPho inh, hIAP inh, HKDC1 inhibitor, mIAP activ, ATG4B inhibitor
CCCCNC(=O)N(O)C1N(/N=C/c2cccs2)C(=S)SC1(C)C (stereo not given) as listed: -1, 0, 0.64, -12, 36*, 2, 1, 13
Cc1nc(-c2nnc(-c3ccccc3)o2)c(C(F)(F)F)o1 as listed: -4, 0, 1.2, -12, -20, -3, 1, 9
COc1cc(CN2CCCC(C(=O)c3ccc(SC)cc3)C2)cc(Cl)c1O (stereo not given) as listed: -6, 6, 1.1, 20, -9, 8, 0.94, 18
NS(=O)(=O)c1ccc(N2N=C(c3ccccc3)CC2c2cccc(Cl)c2)cc1 (stereo not given) as listed: 3, -55, ., 16, ., 7, 1.5, 11

Next results
SMILES	A3A deaminase	mIAP inh	hIAP activ	PfGluPho inh	hIAP inh	HKDC1 inhibitor	mIAP activ	ATG4B inhibitor
Cc1ccccc1NC(=O)N1CCCC(c2nc(-c3ccc(F)cc3)no2)C1 (stereo not given)	-1	-6	0.89	2	12	-5	1.1	0
COc1ccccc1N(CC(O)COc1ccc(C)cc1)S(=O)(=O)c1ccccc1 (stereo not given)	-5	9	1.2	10	-18	-4	0.91	-17
O=C(NCc1ccc2c(c1)OCO2)c1cccc(S(=O)(=O)N2CCCCC2)c1	1	7	0.98	-23	2	-7	0.93	8
O=C(N/N=C\C=C\c1ccc2c(c1)OCO2)c1ccc(F)cc1	-1	2	1	3	-5	-8	0.98	-6
COC(=O)C(Cc1ccc(O)cc1)NC(=O)C(CC(=O)OC(C)(C)C)NC(=O)OC(C)(C)C (stereo not given)	3	2	0.86	7	14	-3	0.98	-8
CSCC[C@H](NC(=O)OC(C)(C)C)c1nnc(SCC(=O)Nc2ccc(C)cc2C)o1	-2	-8	0.98	-4	2	-3	1.1	-10
COc1cccc(NC(=O)CCNS(=O)(=O)c2cccc3nsnc23)c1	-2	12	0.94	-4	6	-9	0.88	-4
Cc1ccc(S(=O)(=O)Nc2ccc(N=Nc3ccc(O)cc3)cc2)cc1	-3	6	1.2	-13	-19	-4	0.94	-17
Cn1cnnc1SCC(=O)c1ccc2c(c1)NC(=O)CO2	-3	-2	0.76	8	24	-2	1	-7
COc1ccc2c(C)cc(SCC(=O)NCCN3C(=O)CSC3=O)nc2c1	4	1	0.94	5	6	-8	0.99	-8
O=C(CC1C(=O)NCCN1Cc1cccc(C(F)(F)F)c1)NCCCOc1cccnc1 (stereo not given)	-10	2	1.1	-1	-8	0	0.98	2
CC(C)COc1nc2ccccc2nc1C(C#N)C(=O)NC1CCCCC1 (stereo not given)	-3	12	0.87	8	13	9	0.88	-4
CC1CCCCN1C(=O)C1CCN(S(=O)(=O)c2ccc(-n3cnnn3)cc2)CC1 (stereo not given)	-5	0	1.1	-5	-14	0	1	-1
CC(C)(C)c1cc(C(=O)Nc2cccc3ccccc23)ccn1	-1	0	0.8	-8	20	3	1	-1
CC(c1ccccc1)N1CC(C(=O)N2CCN(Cc3ccc(C#N)cc3)CC2)CC1=O (stereo not given)	-5	4	1	0	-5	-6	0.95	-7
NC(=O)COc1c(-c2ccc(Br)o2)oc2ccccc2c1=O	-4	-5	0.89	18	11	0	1	-4
COc1cc(/C=C/C(=O)O)cc(S(=O)(=O)Nc2cc(Cl)c(Cl)cc2Cl)c1OC	1	5	0.98	-16	2	2	0.95	41*
CCCCn1c(N)c(N(CCOC)C(=O)CSCc2ccc(C)cc2)c(=O)[nH]c1=O	0	-2	1.1	-3	-7	4	1	-3
COc1ccc(CCNC(=O)c2cc3c(=O)n4cccc(C)c4nc3n(CC3CCCO3)c2=N)cc1 (stereo not given)	1	9	1.1	-9	-10	-10	0.91	-3
Cc1ccc(C)c(N=Nc2nc3ccccc3n2C)c1	2	7	0.92	16	8	-5	0.93	-2
O=C(NCC(F)(F)F)c1nn(Cc2ccccc2)c(=O)c2ccccc12	-2	2	0.91	10	9	-3	0.98	-5
O=C(Nc1ccccc1)C1=C[C@H](c2ccc(C(F)(F)F)cc2)C[C@H](OCc2ccc(CO)cc2)O1	-2	0	0.93	27	7	0	1	5
O=C(Nc1ccc(S(=O)(=O)Nc2ccccc2)cc1)C1COc2ccccc2O1 (stereo not given)	-2	4	0.93	8	7	-3	0.96	-32
O=C(CNS(=O)(=O)c1ccccc1)NCC(=O)N1CCCCC1	4	0	1	1	-2	-7	1	-9
O=C1CCCc2nc(N3CCN(C(=O)c4ccco4)CC3)ncc21	-3	-1	1.1	4	-13	3	1	4
CCOc1ccc(N2CC(C(=O)NNC(=O)c3ccc(F)cc3)CC2=O)cc1 (stereo not given)	-1	2	1.2	-8	-16	0	0.98	-1
CCCC(=O)NC(=S)Nc1cccc(Cl)c1N1CCCC1	1	2	0.92	22	8	6	0.98	-2
CC1CCCCN1CCNC(=O)c1ccc2c(c1)N(Cc1cccc(Cl)c1)C(=O)c1ccccc1S2=O (stereo not given)	-5	5	0.94	5	6	-5	0.95	-7
NC(=O)c1ccccc1N=Cc1ccccn1	1	-1	0.92	-13	8	-4	1	-3
O=C(CCC1CCCN(C(=O)c2ccoc2)C1)NCc1ccccc1F (stereo not given)	-1	-1	0.96	-2	4	-3	1	-2
O=S(=O)(Cc1ccccc1)N1CCCC(c2nc(-c3ccc(F)cc3)no2)C1 (stereo not given)	1	-3	1	6	-4	-15	1	9
O=C1N[C@@H](Cc2ccccc2)C(=O)N1CCN1CCOCC1	-3	-6	0.98	10	2	-3	1.1	-8
O=S(=O)(c1ccc(-c2nc3ccccc3s2)cc1)N1CCCC1	-1	6	0.87	-6	13	-12	0.94	-5
CCOCCCNS(=O)(=O)c1ccc(NC(=O)CN2C(=O)c3ccccc3C2=O)cc1	1	-3	1.3	-9	-26	-8	1	-18
CC(=O)c1c(C)[nH]c(C(=O)N2CCN(c3ccccn3)CC2)c1C	2	2	1.1	3	-10	-4	0.98	-2
CCCCC(CC)C(=O)NCC(C)NC(=O)C(CC)CCCC (stereo not given)	-2	-10	1.2	-4	-19	-7	1.1	-4
CCC(C)N(C(=O)CSc1nc2ccc(OC)cc2[nH]1)C1CCS(=O)(=O)C1 (stereo not given)	25	3	0.97	11	2	3	0.97	-2
OC1CCN(c2cc(-c3ccccc3)nc3cc(-c4ccc(F)cc4)nn23)CC1	-1	-1	0.98	4	2	-6	1	-12
CCCCCN(C(=O)CCC(=O)OCc1ccccc1C(F)(F)F)c1c(N)n(CCCC)c(=O)[nH]c1=O	0	-1	1.3	-8	-29	-2	1	-7
CC(/C=N/NC(=O)c1sc(N)nc1C)=C\c1ccccc1	-4	7	0.94	4	6	4	0.93	-12
CC(C)(C)OC(=O)N1CCC(c2cc(=O)n3[nH]cc(C(=O)Nc4ccc(F)c(Cl)c4)c3n2)CC1	0	12	1.4	12	-36	0	0.88	-1
C/C=C\C=C\C(=O)N1CC2(CC(c3cccc(NC(=O)COc4ccc(Cl)cc4)c3)=NO2)C[C@H]1C(N)=O (stereo not given in full)	-6	-13	1.1	35	-14	5	1.1	-18
CC(C)=CCC[C@](C)(OC1OC(COC2OCC(O)C(O)C2O)C(O)C(O)C1O)C1CC[C@]2(C)C1C(O)CC1[C@@]3(C)CCC(O[C@@H]4O[C@H](CO)C(O)C(O)C4O[C@@H]4OC(CO)C(O)C(O)C4O)C(C)(C)C3CC[C@]12C (stereo not given in full)	-2	10	0.94	8	6	1	0.9	-10
O=C(NCCN1CCN(C(=O)c2ccc(Br)cc2)CC1)c1ccc(Br)cc1	-2	2	1.2	4	-23	2	0.98	-12
CN1CCN(CC(=O)N/N=C/c2ccc(F)c(F)c2)CC1	-6	-7	0.98	-8	2	-13	1.1	-1
Cn1c(CN2CCN(C(=O)c3ccccc3)CC2)nc2cc([N+](=O)[O-])ccc21	0	2	0.89	-4	11	-9	0.98	0
CCOC(=O)CSc1nnnn1-c1cc(OC)ccc1OC	0	5	1.1	8	-5	-10	0.95	9
COc1ccc2ccccc2c1C1CC(=O)N2CN(C)CSC2=C1C#N (stereo not given)	-4	13	1.1	79*	-13	10	0.87	1
Cc1ccc(C(=O)N/C(=C\c2ccc(-c3cccc([N+](=O)[O-])c3)o2)C(=O)NC(C)(C)C)cc1	6	11	0.87	1	13	0	0.89	-3
